Screening data as filed in PubChem BioAssay.
TGFb inhibitor: qHTS for Inhibitors of TGF-b | HepG2 CAGA-GFP TGF-b/SMAD3 reporter, GFP fluorescence, 18 h; TGF-beta stimulated, 500 pg/mL final | Potency, µM (highest dose often 46.1 µM), without a hit: top-dose activity, negative = inhibition, actives largely listed as inhibitors | 1.2% of 410,000 active | AID 588855, 2011; further: potency means the concentration at half of the fitted maximal effect; on the % scale 0 is the no-effect control and ±100 the full control effect; nearly all actives have a fitted effect of over 65% in size
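HEPG2 CAGA-GFP cells (1000/well, DMEM with 1% FBS) were pre-incubated 2 h at 37 degrees C, given compound by pin tool, then stimulated with TGF-beta at 500 pg/mL final for 18 h before per-cell GFP fluorescence imaging.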
pAkt inh: HTS Assay for Inhibitors of Akt Phophorylation: Primary Screen | Neuro2A IGF-stimulated pAkt S473 HTRF, 20 min; hits give low values | activity change, % for hits at 50 µM | 0.32% of 360,000 active | AID 651550, 2012; in the data active means activity change below about -80%; inconclusive means mostly about -51% to -80%; further: on the % scale 0 is the no-effect control and ±100 the full control effect
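Neuro2A cells (4,500/well, DMEM with 0.5% FBS) were treated with compound at a single 50 µM final concentration, stimulated with 6 nM IGF for 20 min at 37 °C, and lysed. Phospho-Akt Ser473 was read by HTRF as 665/615 ratio ×10^4.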
Nrf2 inh: Nrf2 qHTS screen for inhibitors; Potency, µM (top dose mostly 46 µM), for inactives: top-dose activity change, negative = inhibition, usual class: inhibitors; A549 ARE-Fluc reporter, luciferase luminescence, 18-24 h; 2.1% of 360,000 active; AID 504444, 2011; further: potency means the concentration at half of the fitted maximal effect; on the % scale 0 is the no-effect control and ±100 the full control effect; nearly all actives have a fitted effect of over 60% in size
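In this cell-based qHTS, ARE-driven firefly luciferase in A549 cells reports Nrf2 activity; the luminescent signal after BugLite lysis is the measured value, with a prior CellTiter-Fluor read for cell health.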
Mm-Cpn inhibitor: Inhibitors of TCP-1 ring complex (TRiC) of Methanococcus maripaludis (MmCpn): qHTS | Chaperonin Mm-Cpn (Methanococcus maripaludis) | purified Mm-Cpn ATPase, ADP Transcreener TR-FRET | Potency, µM (doses to about 76.9 µM), inactives show at the top dose activity, negative = inhibition, hits mostly inhibitors | 0.031% of 330,000 active; further: potency means the concentration at half of the fitted maximal effect; on the % scale 0 is the no-effect control and ±100 the full control effect; nearly all actives have a fitted effect of over 80% in size
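Quantitative HTS used 25 nM Mm-CPN and 10 uM ATP in magnesium/KCl Tris buffer, pH 7.4, with 1 mM DTT. Hydrolysis ran 30 min at 37°C; ADP was read by HTRF.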
HepG2 viability: qHTS for Inhibitors of TGF-b: Cytotox Counterscreen; Potency, µM (series often up to 46.1 µM), without a hit: top-dose activity change, negative = cytotoxicity, actives largely listed as cytotoxic; 0.76% of 410,000 active; HepG2 CAGA-GFP viability, ATP luminescence, 18 h; further: potency means the concentration at half of the fitted maximal effect; some results filed as inactive show a strong effect at the top dose
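HepG2 CAGA-GFP cells (1000/well, DMEM with 1% FBS) received compound, then TGF-beta at 500 pg/mL final, and were incubated 18 hours at 37 degrees C. Viability was read by CellTiter-Glo luminescence. Media-only wells were set as complete cell-killing and DMSO as no toxicity.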
A549 viability: Nrf2 qHTS screen for inhibitors: counterscreen for cytotoxicity; A549 ARE-Fluc cells, CellTiter-Fluor viability, 18-24 h; Potency, µM (titrated, usually from 46 µM), inactives show at the top dose activity change, negative = cytotoxicity, usual class: inhibitors; 0.16% of 390,000 active; further: potency means the concentration at half of the fitted maximal effect; on the % scale 0 is the no-effect control and ±100 the full control effect
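Cytotoxicity counterscreen: CellTiter-Fluor fluorescence was measured in A549 ARE_Fluc cells after 18-24 h of compound exposure in a concentration series. The subsequent BugLite luminescent read reports ARE-luciferase activity.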
Abeta yeast res: qHTS for compounds that reverse cellular toxicity of Amyloid beta (A-beta) peptide in yeast: Primary Screen | yeast expressing A-beta42, growth rescue, OD600, 48 h; response scale: 0% DMSO, 100% iron-clioquinol control | Potency, µM (top dose mostly 46.1 µM), inactives show at the top dose growth rescue, usual class: activators | 0.063% of 410,000 active; further: potency means the concentration at half of the fitted maximal effect; nearly all actives have a fitted effect of over 55% in size
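Yeast growth medium received pinned compounds, then yeast cells expressing toxic A-beta were added; plates incubated at 30 C for 48 hr. Growth read as absorbance at 600 nm, normalized to DMSO and equimolar FeCl3 plus clioquinol controls.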
Nrf2 ARE act: qHTS of Nrf2 Activators; AREc32 ARE-luciferase reporter (MCF7-derived line), luminescence, 24 h; Potency, µM (top dose mostly 46.1 µM), without a hit: at the highest dose activation, hits mostly activators; 0.31% of 410,000 active; further: potency means the concentration at half of the fitted maximal effect; % of control where 0% means no effect; nearly all actives have a fitted effect of over 65% in size
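Quantitative high-throughput format: AREc32 reporter cells, 1000 per well, received compound by pin transfer and were incubated 24 hr at 37 deg C, 5% CO2, before Steady-Glo luminescence detection.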
CCT chaperon mod: High-Throughput Screening for Modulators of Cytosolic Chaperonin Activity | activity change, % (no concentration beside the values), hits read low | 0.3% of 360,000 active | purified chaperonin ATPase assay, HTRF ADP detection, 30 min | AID 651819, 2012; in the data active means activity change below about -30%; further: on the % scale 0 is the no-effect control and ±100 the full control effect
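Nucleotide hydrolysis assay: TRiC at 20–40 nM final (set by batch activity) with 10 uM ATP, 30 min at 37 °C, in presence of 76 uM compound. Detection by competitive ADP HTRF, 30 min ambient.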
An asterisk follows results filed as active; i = inactive; ? = inconclusive; . = not tested or not shown; [ ] = another dose, or the depositor's remark. Unless noted, the call rests on the fitted dose curve; in most records, active means well fitted curve in the direction sought with a large enough effect; inconclusive means small, poorly fitted or top-dose-only effect, or another doubt; inactive means no such curve, though single readings can be large; an effect the other way counts as inactive or inconclusive.

Every second line gives: A549 viability, Abeta yeast res, CCT chaperon mod, pAkt inh, HepG2 viability, TGFb inhibitor, Nrf2 ARE act, Mm-Cpn inhibitor, Nrf2 inh
- CCOc1ccc(-n2c(=O)c3c(C)c(C)sc3n(CC(=O)C(C)(C)C)c2=O)cc1
    -17%, -6%, ., ., -2%, -3%, 0.4%, ., -3%
- Nc1nc(Nc2ccccc2)nc(NCCO)c1[N+](=O)[O-]
    25%, -4%, -3.7, i, 1%, -11%, 8.4%, 0%, -30%
- CCOC(=O)c1cccc(NC(=O)c2cc(CN3CCOCC3)on2)c1
    -8%, -13%, ., ., -3%, 0%, 0.6%, ., ?
- CC1=NN(C(=O)c2ccc(Cn3ccc([N+](=O)[O-])n3)cc2)C(O)(C(F)(F)F)C1 (stereo not given)
    -2%, ?, 1.4, i, -32%, ?, -0.6%, 3%, 0%
- CCOC(=O)c1c(N)n(-c2cccc(OC)c2)c2nc3ccccc3nc12
    22%, -24%, ., ., 0%, 7%, -0.2%, ., .
- Cn1nnc2cc(C(=O)NC3CCCCC3)ccc21
    -6%, 13%, 0.5, i, -4%, 5%, -0.7%, 0%, 1%
- COc1ccc(-c2csc(NC(=O)CCCc3cccs3)n2)cc1
    0%, -10%, -1.2, i, -9%, 3%, 1.7%, 0%, 1%
- c1ccc2c(c1)CCOC2CNCCCN1CCCCC1 (stereo not given)
    ?, 9%, -3.9, i, -4%, 9%, 0.0%, 1%, 5%
- Cc1n[nH]c(C)c1S(=O)(=O)N1CCN(C(=O)c2ccco2)CC1
    ?, 21%, 0.1, i, -8%, 9%, -0.6%, 2%, .
- Cc1ccc(-c2c(C(=O)N/N=C/c3ccco3)nnn2-c2nonc2N)cc1
    -1%, -14%, 0.8, i, -2%, 10%, -0.4%, -4%, 1%
- Cc1ccc(C)c(N2CCN(C(=O)CCn3c(=O)c4cccn4c4cccnc43)CC2)c1
    -5%, -3%, ., ., -3%, ?, 3.8%, ., ?
- COC(=O)c1cc(C)c(C)cc1NC1OC(CO)C(O)C1O (stereo not given)
    7%, 7%, -2.1, i, -1%, -4%, 1.9%, ., 8%
- CCOC(=O)C1CCN(C2=NC(=O)/C(=C/c3ccc(Cl)cc3)S2)CC1
    0%, -26%, -1.8, i, -5%, 0%, ?, 0%, 10%
- CCN(CC)CCNC(=O)c1ccc2c(c1)NC(=O)c1ccccc1S2
    10%, 5%, -7.0, i, -21%, 1%, 5.6%, -6%, 2%
- O=C(COc1ccccc1)Nc1nc(-c2cccnc2)cs1
    -2%, -11%, -1.1, i, -5%, 5%, 0.7%, -7%, -12%
- NS(=O)(=O)c1ccc(NC(=O)CSc2nnc3n2CCCCC3)cc1
    1%, -17%, -2.3, i, -25%, 0%, -0.1%, 3%, -12%
- O=C1C=CC(=Nc2cccc3c2C(=O)c2ccccc2-3)O1
    -16%, -31%[inhibitor], -1.0, i, 8%, -4%, ?, ., 28%
- C#CCNC(=O)C1=C[C@H](C(C)(C)C)C[C@H](OCCCCO)O1
    0%, 1%, 2.4, i, 2%, -5%, 3.3%, ., 11%
- CCOc1ccc(-c2cc3c(=O)n(CC(=O)NCc4ccc(OC)cc4)ccn3n2)cc1
    -5%, -1%, ., ., -2%, -2%, 1.0%, ., .
- CCn1c(C)cc(C(=O)COC(=O)c2ccccc2[N+](=O)[O-])c1C
    -1%, -29%, -8.3, i, -1%, -2%, -2.9%, 0%, 0.73µM*
- CCOC(=O)c1cc2c(nc1NC(=S)Nc1ccccc1)CC(C)(C)OC2
    -4%, -10%, 0.0, i, 10%, 1%, 0.5%, 0%, 10%
- O=C(C1CCCN(S(=O)(=O)c2cnc[nH]2)C1)N1CC(=O)N(CCc2ccccc2)C(=O)C1 (stereo not given)
    -3%, -3%, -0.3, i, 1%, -23%, 0.5%, 1%, 25%
- CC(C)(CNC(=O)c1ccc(NS(=O)(=O)c2ccc(F)c(F)c2)cc1)N1CCOCC1
    -10%, -19%, 1.2, i, 13%, -9%, -0.5%, -2%, 15%
- CCOC(=O)c1cccc(NC(=O)Cn2cnc3nc4c(cc3c2=O)CCCC4)c1
    -6%, -6%, ., ., -9%, -22%, 0.5%, ., .
- Cc1snc(SCc2cccc(Cl)c2)c1C#N
    17%, 15%, -0.5, i, -8%, 6%, 0.0%, 2%, -7%
- Clc1ccc(/C=N/Nc2ccccn2)cc1
    -1%, -18%, 1.4, i, -12%, -13%, ?, -1%, ?
- Cn1cc(/C=C(\NC(=O)c2ccccc2Cl)C(=O)NCCCN2CCOCC2)c2ccccc21
    -7%, -16%, 0.4, i, 5%, -17%, 2.5%, -2%, ?
- COc1ccc(Cn2cc(CN3CC(N4CCCC4)CS3(=O)=O)nn2)cc1 (stereo not given)
    ., -16%, 3.3, i, ., ., -0.4%, ., .
- C[C@@H]1COC(=O)[C@@H](NC(=O)OCC2c3ccccc3-c3ccccc32)C/C=C\C[C@@H](CC(=O)N(CCO)Cc2ccccc2)C(=O)N1
    -2%, -5%, -1.9, i, -12%, -26%, 0.2%, 0%, -1%
- Cc1cc(C(=O)CSc2nnc(-c3ccco3)o2)c(C)n1C
    1%, -13%, -0.5, i, 3%, 5%, 2.6%, -4%, 5%

Other structures follow:
Every second line gives: A549 viability, Abeta yeast res, CCT chaperon mod, pAkt inh, HepG2 viability, TGFb inhibitor, Nrf2 ARE act, Mm-Cpn inhibitor, Nrf2 inh
- COc1cc(S(=O)(=O)N2CCN(c3ccccc3F)CC2)c(OC)cc1Cl
    26%, -19%, -0.3, i, -21%, 27%, 0.2%, 1%, .
- Cc1ccc(Nc2c(-c3ccncc3)nc3ccc(C)cn23)cc1
    0%, 1%, ., ., -25%, -15%, 0.2%, ., ?
- CC(C)Oc1ccc(CN2CCC(n3nccc3NC(=O)CCc3ccccc3)CC2)cc1
    -4%, -9%, -0.7, i, -19%, ?, 0.4%, -3%, -2%
- Cc1cccc(N2CCN(C(=O)CN3C(=O)C4CC=CCC4C3=O)CC2)c1C (stereo not given)
    0%, -2%, -1.5, i, -4%, -22%, 0.8%, 1%, 2%
- O=C(CNCc1cccc2ccccc12)Nc1ccccc1[N+](=O)[O-]
    -1%, 14%, -3.4, i, 11%, -20%, 4.1%, 2%, -9%
- Cc1ccc2nc(N(Cc3cccnc3)C(=O)CCOc3ccccc3)sc2c1
    -4%, 19%, ., ., 5%, 2%, 0.5%, ., .
- COc1ccc(/C=C(\C#N)C(=O)Nc2cccc3ncccc23)cc1OC
    -10%, 13%, -0.2, i, 1%, 6%, 3.3%, -2%, ?
- CCc1ccc2c(c1)C(c1ccc([N+](=O)[O-])cc1)=NNC(c1ccc(C)cc1)=N2
    -2%, 0%, 0.1, i, 4%, 7%, -0.2%, 4%, 7%
- O=C(COC(=O)c1ccccc1NCCO)NCc1cccs1
    7%, -1%, -0.8, i, 6%, 6%, 0.2%, -1%, 13%
- C=CCn1c(SCc2nc(N)nc(N3CCCCC3)n2)nnc1-c1ccco1
    8%, -15%, -4.5, i, -10%, -4%, 0.4%, 4%, 1%
- CCc1ccc(-n2nc(C)c3c(C)cc(=O)n(CC(=O)Nc4ccc(C)c(F)c4)c32)cc1
    10%, -24%, ., ., -1%, 2%, -0.3%, ., ?
- C[C@H](CO)N1C[C@H](C)[C@@H](CN(C)S(=O)(=O)c2ccc(-n3cccn3)cc2)OCc2cnnn2CCCC1=O
    ., 4%, -1.9, i, -2%, 8%, -0.5%, ., .
- CC(Sc1nnnn1C)C(=O)Nc1ccc(N2CCOCC2)cc1 (stereo not given)
    0%, 7%, 0.4, i, 1%, -5%, 0.5%, -7%, 6%
- COC(=O)c1c(C)[nH]c(-c2csc(N)n2)c1C
    -7%, 19%, -0.4, i, -9%, -19%, 4.6%, 2%, ?
- C=CCNc1ncnc2c1ncn2[C@H]1CN(Cc2ccc(-c3ccccc3)cc2)C[C@@H](CO)O1
    ., -3%, 1.6, i, -20%, -7%, 1.2%, ., .
- Cn1cccc1/C=N/n1c(-c2ccc(Cl)cc2Cl)n[nH]c1=S
    -4%, 5%, -1.6, i, -7%, 2%, 3.0%, 0%, -4%
- O=C(c1cccc(NS(=O)(=O)c2ccc(F)c(F)c2)c1)N1CCCCC1
    0%, 12%, -2.5, i, -1%, 13%, -0.6%, -3%, 12%
- Cc1ncc(CN2CCCC(C(=O)Nc3ccc(-c4ccco4)cc3)C2)n1C (stereo not given)
    -3%, -12%, -0.7, i, -5%, 5%, ?, 0%, -2%
- O=C1c2ccccc2C(Nc2ccc3c(c2)OCCO3)N1Cc1ccco1 (stereo not given)
    -12%, 11%, -1.6, i, 1%, -2%, 0.5%, 1%, ?
- COc1ccc(OCc2nnc(SCC(=O)Nc3cccc(Cl)c3)o2)cc1
    -3%, 12%, 0.6, i, 1%, -1%, -0.2%, -1%, 29%
- O=C(C1CCC(CNS(=O)(=O)c2ccc(Br)s2)CC1)N1CCN(c2ccc(F)cc2)CC1 (stereo not given)
    1%, -13%, ., ., -11%, -7%, 2.8%, ., ?

Marked active in Nrf2 inh, among the entries above:
Structure	CCT chaperon mod	pAkt inh	TGFb inhibitor	Nrf2 ARE act	Mm-Cpn inhibitor	Nrf2 inh
CCn1c(C)cc(C(=O)COC(=O)c2ccccc2[N+](=O)[O-])c1C	-8.3	i	-2%	-2.9%	0%	0.73µM*
